# RBBP9 inhibitor: blocks human serine hydrolase RBBP9; inhibition, % at 7.94 µM; actives 0.2% (n = 220,000); recombinant RBBP9, FP-Rh probe fluorescence polarization; O75884;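 active = inhibition above the campaign mean of all tested compounds plus 3 SD, cut at about 14% in these data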;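 note: plate controls were DMSO wells with RBBP9 for no effect and wells lacking RBBP9 protein for full effect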
#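 System: RBBP9 protein / Quantity: 2.5 µM RBBP9 dispensing solution, before mixing / Also added: Serine-hydrolase probe FP-Rh, 375 nM pre-mixing / Dosing: 7.94 µM single dose, 0.794% DMSO / Timing: enzyme-compound preincubation 30 min, then probe labeling 45 min, 25 °C / Signal: FP readout at 525/598 nm / Controls: DMSO-treated enzyme wells and wells lacking RBBP9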
# p97 ATPase inh: human p97 ATPase inhibition; P55072; recombinant p97 ATPase, Kinase-Glo ATP luminescence, 3 h; inhibition, % at 8 µM; actives 0.42% (n = 220,000); AID 1481; in the data active = inhibition above about 15%;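 note: 0% = DMSO vehicle and 100% = wells lacking enzyme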
# NCF1 inh: blocks human p47phox regulatory protein of NADPH oxidases; P14598; p47phox/p22phox peptide binding, fluorescence polarization, 2 h; inhibition, % at 24.7 µM; actives 0.53% (n = 220,000);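 active = inhibition above about 30%, limit read from the data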;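 note: 0% = p47phox with labelled peptide and 100% = labelled peptide alone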
# Target sequence (P14598 whole entry, looked up): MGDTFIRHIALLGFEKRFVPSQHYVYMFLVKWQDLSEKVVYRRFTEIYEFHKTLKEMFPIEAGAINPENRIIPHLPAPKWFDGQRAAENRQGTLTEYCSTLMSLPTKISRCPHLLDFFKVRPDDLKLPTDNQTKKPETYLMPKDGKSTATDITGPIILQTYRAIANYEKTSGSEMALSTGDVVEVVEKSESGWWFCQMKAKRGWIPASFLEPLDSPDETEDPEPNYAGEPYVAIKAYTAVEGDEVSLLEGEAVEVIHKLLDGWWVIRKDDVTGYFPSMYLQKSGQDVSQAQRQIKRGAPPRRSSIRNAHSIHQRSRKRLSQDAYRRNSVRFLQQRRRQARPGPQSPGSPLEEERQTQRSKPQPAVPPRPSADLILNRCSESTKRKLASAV
# EBV gp42 inh: blocks Epstein-Barr virus glycoprotein 42 binding | Fluorescence polarization binding assay, mP read-out | Q1HVG2 | inhibition, % (tested at 21.74 µM) | actives 0.42% (n = 220,000); in the data active = inhibition above about 50%
# Runt-SMMHC FRET: Runt domain-CBFb-SMMHC interaction inhibition | AID 1434 | Cerulean-Runt/Venus-CBFb-SMMHC FRET ratio 530/480, 1 h | inhibition, % at 20 µM | Q01196+Q13951 | actives 0.74% (n = 220,000);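 active = mean inhibition across duplicate retests at 20 µM reaching about 50%, limit read from the data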;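 note: 0% = DMSO wells and 100% = wells with excess untagged CBFb-SMMHC; inhibitors lower the FRET ratio by blocking Runt binding to CBFb-SMMHC; some results filed as inactive read as strong as hits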
# Runt-CBFb FRET: inhibitors of human RUNX1 Runt domain binding to CBFb | Cerulean-Runt/Venus-CBFb FRET ratio 530/480, 1 h | actives 0.46% (n = 220,000) | AID 1496 | inhibition, % at 20 µM | Q01196+Q13951;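 active = inhibition over about 50% at 20 µM in the single-dose screen, limit read from the data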;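 note: 0% = DMSO wells and 100% = excess unlabeled CBFb competitor control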
#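 test system = Cerulean-tagged RUNX1 Runt domain (FRET donor) fusion protein | reagent = Venus-CBFb binding partner, 100 nM | incubation = protein complex preformed 1 h, compound exposure 1 h, room temperature, dark | detection = FRET fluorescence | read-out basis = loss of energy transfer signal | controls = 5 µM unlabeled CBFb as full-inhibition high control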
# Furin inhibitor: blocks human furin protease activity; purified furin, fluorogenic substrate cleavage; inhibition, % at 30 µM; actives 0.061% (n = 220,000); in the data active = inhibition above about 25%; note: inactives centre near -15
# Target sequence (P09958 108-714 limits assumed): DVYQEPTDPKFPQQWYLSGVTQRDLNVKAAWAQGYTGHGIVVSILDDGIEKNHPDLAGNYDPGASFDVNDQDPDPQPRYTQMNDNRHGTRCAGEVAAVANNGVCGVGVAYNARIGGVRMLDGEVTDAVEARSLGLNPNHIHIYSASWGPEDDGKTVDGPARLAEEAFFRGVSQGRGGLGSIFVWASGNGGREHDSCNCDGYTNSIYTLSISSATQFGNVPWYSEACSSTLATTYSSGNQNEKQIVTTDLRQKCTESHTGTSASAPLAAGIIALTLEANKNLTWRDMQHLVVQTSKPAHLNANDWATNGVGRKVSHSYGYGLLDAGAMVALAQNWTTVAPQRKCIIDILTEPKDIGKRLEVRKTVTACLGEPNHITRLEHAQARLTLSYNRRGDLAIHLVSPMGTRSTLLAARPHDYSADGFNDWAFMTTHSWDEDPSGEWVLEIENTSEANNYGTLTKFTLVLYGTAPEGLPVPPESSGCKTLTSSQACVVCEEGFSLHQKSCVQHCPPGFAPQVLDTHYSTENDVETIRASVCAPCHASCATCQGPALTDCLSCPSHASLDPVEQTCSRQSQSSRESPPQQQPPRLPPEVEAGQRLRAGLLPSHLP
# m-calpain inh: inhibitors of pig calpain II. purified calpain II, fluorogenic peptide substrate, 30 min. actives 0.37% (n = 220,000). inhibition, % at 16 µM;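 active = inhibition above about 50%, limit read from the data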
# TbHK1 inh: blocks Trypanosoma brucei hexokinase 1 activity; actives 0.11% (n = 220,000); inhibition, % at 10 µM; recombinant TbHK1, G6PDH-coupled NADH A340;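 active = inhibition of 50% or more in the single-dose primary screen; inactive = inhibition below 50%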
# Numbers without * were called inactive; i = inactive; . = no result given; [ ] = another dose, or the depositor's remark.
SMILES,RBBP9 inhibitor,p97 ATPase inh,NCF1 inh,EBV gp42 inh,Runt-SMMHC FRET,Runt-CBFb FRET,Furin inhibitor,m-calpain inh,TbHK1 inh
COc1ccc(-c2nnc3ccc(SCC(=O)Nc4nc5ccc(C)cc5s4)nn23)cc1OC,-5.1,6.2,-26.1,8.0,-4.6,-0.6,-22.3,-54.2,-11.6
O=C(N/N=C/c1ccncc1)c1ccc(OCc2ccccc2)cc1,-8.6,-5.5,2.5,3.5,-3.6,-0.2,-8.2,32.5,2.1
CCN(CC)C(=O)Cn1cnc2sc(C(=O)Nc3cc(OC)c(OC)c(OC)c3)c(C)c2c1=O,3.1,1.3,-3.5,-21.6,1.6,1.0,-14.4[20 µM],-3.8,-22.0
CCC(=O)c1ccccc1OCCCn1cncn1,-1.0,6.6,4.6,-1.7,-2.3,1.4,-12.6[20 µM],2.7,-1.1
N#CCCSc1ccccc1NC(=O)c1ccc(S(=O)(=O)N2CCCC2)cc1,-1.7,5.2,-4.3,-23.9,43.5,46.8,-1.9,20.6,36.0
CC(=O)Nc1ccc(S(=O)(=O)n2cnc3ccccc32)cc1,-7.2,1.2,-1.0,-28.3,-1.5,0.5,-17.5[20 µM],-22.1,-0.1
Cc1cc(NC(=O)c2noc3c2CCCCC3)no1,1.6,-5.5,-11.7,-11.7,0.7,-1.8,-20.2,17.6,-8.2
CCOc1cc(/C=N/NC(=O)CSc2nncn2C)ccc1OCc1cccc(C)c1,-3.8,-7.5,-5.1,-15.9,-8.1,-2.5,-3.0,7.5,-21.7
COc1ccc(CN2CC(C(=O)NCCc3ccccc3)CC2=O)cc1 (centres undefined),-2.5,3.9,-4.0,-14.8,-0.6,-10.5,-7.4[20 µM],-8.7,6.7
Cc1ccc(C2C3=C(NCCN=C3c3ccccc3)C(=O)N2c2ccccc2)cc1 (centres undefined),-2.4,2.9,-5.1,-9.4,-2.1,1.7,-22.1[20 µM],-99.5,-8.6
O=C(/C=C/c1ccco1)NC(=S)Nc1nc(-c2ccc(Cl)cc2)cs1,-2.2,3.3,-16.3,-12.1,2.0,11.4,-15.2,-12.0,3.5
CCc1ccccc1NC(=O)Nc1ccc2c(c1)OCO2,-2.8,0.0,0.5,-22.3,-3.4,5.3,-25.4,-8.4,-6.0
CCOC(=O)c1nnn(-c2nonc2-n2cccc2)c1CN1CCCCC1,-9.6,-3.0,-3.7,-21.7,-0.2,-4.5,-13.0,4.2,10.2
O=C(O)c1ccc2c(c1)C(=O)N(c1ccc(Cl)cn1)C2=O,-9.1,-8.6,-8.4,4.6,2.3,1.2,-4.9,2.8,13.2
CCCOC1CCCN(Cc2cn(C)nc2-c2ccccc2F)C1 (centres undefined),-3.4,0.9,-8.1,-13.1,4.5,0.2,-18.3,-6.9,-1.0
COC(=O)COc1cccc(NC(=O)c2ccc(C)cc2)c1,-18.3,-11.4,-13.6,-35.4,-1.4,-1.1,-8.1[20 µM],-3.4,7.6
FC(F)(F)c1nnc2c(Sc3ccccc3)nc3ccccc3n12,1.1,8.3,-3.3,-21.3,9.8,4.4,-15.4,-45.0,0.3
Cc1cc(=O)oc2c(N)c(O)ccc12,2.1,-1.1,-3.7,-2.2,1.0,3.6,-24.2,-11.9,-27.7
CCCCNC(=S)NCc1ccc2[nH]c3c(c2c1)CCCC3,-6.0,0.6,-3.3,-8.3,-17.7,-12.2,-27.0,63.1*,8.8
O=C(CN1C(=O)CC(c2ccco2)Sc2ccccc21)NCC1CCCO1 (centres undefined),3.0,11.1,-10.6,-3.9,6.3,2.6,-29.3,-4.8,3.8
Cc1ccc(Nc2nnc(SCc3cc(=O)n4ccsc4n3)s2)c(C)c1,-4.9,0.6,-0.3,17.0,2.6,1.8,-5.4,3.3,-7.0
O=C(NCCNS(=O)(=O)c1ccc(Cl)cc1)c1cc(OCC(F)(F)F)ccc1OCC(F)(F)F,3.1,2.2,-11.2,-15.2,-0.2,-2.1,-12.6[20 µM],-8.2,-0.6
O=C(NC1CCCCC1)C1Cc2ccccc2CN1S(=O)(=O)c1ccc(F)cc1 (centres undefined),4.6,3.1,1.0,-14.1,1.7,-0.3,-25.1[20 µM],12.1,5.6
C=CCOC(=O)C1=C(C)NC(SCC(=O)N(CC)CC)=C(C#N)C1c1ccccc1 (centres undefined),-6.5,-7.4,-7.5,-3.6,1.6,-6.4,-11.2,-6.4,-3.4
CC(=O)c1ccc(O)c(CSc2nncn2C)c1,2.1,7.2,-0.7,-28.5,1.2,1.4,-12.8,-10.9,-9.1
# (listing goes on)
SMILES,RBBP9 inhibitor,p97 ATPase inh,NCF1 inh,EBV gp42 inh,Runt-SMMHC FRET,Runt-CBFb FRET,Furin inhibitor,m-calpain inh,TbHK1 inh
Cc1noc(C)c1N=Nc1ccc(Br)cc1C(=O)O,-2.2,4.7,.,-8.2,-1.0,-1.0,-25.2,26.9,-38.5
CCOc1ccc(Oc2ccc(C(F)(F)F)cc2N)cc1,0.0,-0.6,5.8,6.1,-3.0,-3.3,-1.1,18.5,31.4
CCOC(=O)c1ccccc1NC(=O)CSc1nc2c(c(=O)n(C)c(=O)n2C)n1C,-0.2,-5.9,-21.3,-20.4,2.4,0.9,-8.6[20 µM],21.8,-5.9
O=C1[C@@H]2[C@H](C(=O)N1O)[C@H]1C=C[C@@H]2C1,-5.9,1.3,-10.3,-10.7,-1.8,-0.1,-17.6[20 µM],5.8,0.9
O=C1NC(c2cccc([N+](=O)[O-])c2)Oc2ccccc21 (centres undefined),-1.0,1.9,-1.7,6.3,0.9,1.5,-20.9,-63.9,-5.6
CCCc1nnc(NC(=O)c2cccnc2)s1,2.3,5.2,-11.3,-13.7,0.5,2.9,-17.7,-13.2,-16.1
CCCCN(Cc1cc2cc(OC)ccc2[nH]c1=O)C(=O)c1ccco1,-1.8,0.3,-10.8,-25.5,5.4,8.6,-16.5[20 µM],-61.3,-9.7
COc1ccc(N2CCN(c3ncnc4c3[nH]c3ccccc34)CC2)cc1,2.1,0.2,-11.7,5.2,-2.3,-1.7,-18.0[20 µM],15.5,1.8
Cc1ccc2[nH]c(=O)c(CN(Cc3ccco3)C(=O)N3CCOCC3)cc2c1,-3.3,5.2,-1.9,-24.6,1.5,-2.8,-6.5,-20.8,-15.6
CC1(C)Cc2nc3nc(SCC(=O)NCCc4ccccc4)n(-c4ccccc4)c(=O)c3cc2CO1,2.7,5.2,-3.4,-5.3,-5.5,-4.2,-12.5[20 µM],-32.9,-10.4
CCOC(=O)c1csc(NC(=O)CSc2nnnn2-c2ccc3c(c2)OCCO3)n1,-4.9,2.5,-4.5,6.7,1.5,-2.2,-13.9[20 µM],-73.0,-0.9
O=S(=O)(N/N=C\c1ccc2c(c1)OCO2)c1ccc(Cl)cc1,-10.6,2.7,-5.0,-7.1,1.5,-1.2,-11.7[20 µM],12.4,-16.2
COc1ccc(CCN2CC(C(=O)NCCc3ccc(C)cc3)CC2=O)cc1OC (centres undefined),-9.2,-0.7,-11.8,-2.1,2.7,-0.6,-17.2,-42.5,4.8
COc1ccc(NC(=O)CSc2nc(O)c(Cc3ccccc3)c(=O)[nH]2)cc1,-3.9,-4.1,-4.6,-13.3,-7.7,-2.9,-14.4,-22.2,21.5
CC1CCCC(NC(=O)CN(C)S(=O)(=O)c2cnc[nH]2)C1C (centres undefined),1.5,-3.1,0.1,-0.3,0.6,0.8,-14.4,0.8,-11.0
COCC(=O)N(C)C1(c2nnnn2CCOC(=O)Nc2cccc3ccccc23)CCCC1,-10.9,2.7,-1.0,-7.8,-0.4,-0.4,-20.7[20 µM],-37.5,-0.8
C/C(=N\NC(=O)c1cc(-c2ccco2)nc2ccccc12)c1cccnc1,-2.5,1.9,-3.4,1.3,2.9,4.7,-11.8,i,-20.3
CCOC(=O)c1sc(NC(NC(=O)c2ccco2)(C(=O)OC)C(F)(F)F)nc1C (centres undefined),-4.0,8.1,1.0,-10.3,-3.6,-3.2,-23.7,36.1,3.5
O=C(CN1C(=O)c2ccccc2S1(=O)=O)Nc1ccc(S(=O)(=O)N2CCCCC2)cc1,-0.8,1.7,-8.7,-11.2,0.0,0.1,-6.2[20 µM],-22.7,-4.2
CC(=O)N1CC2(c3ccccc3)CN(C(C)=O)CC(c3ccccc3)(C1)C2=O,-2.1,-2.2,6.0,4.6,3.8,1.5,-12.3,4.3,-0.7
O=C(c1ccc2c(c1)OCO2)C1CCCN(C2CCN(CCc3ccccc3)CC2)C1 (centres undefined),-12.7,-2.2,-9.1,-2.7,0.4,1.3,-21.9,-13.3,-4.5
Cn1cc(CN2CCCC(C(=O)c3ccc(-c4ccccc4)c(F)c3)C2)cn1 (centres undefined),-3.1,0.8,-2.9,-5.5,1.0,-1.2,-17.3,17.1,-10.4
Cc1ccc(OCCn2cnc3ccccc3c2=O)c([N+](=O)[O-])c1,-1.8,10.6,-13.9,-0.7,6.1,-2.3,-24.0,-1.8,-2.5
O=C(CNC(=O)c1cccc(F)c1)OCC(=O)N1CCCCC1,-8.0,8.8,-6.3,-17.2,-2.0,0.2,-12.1,-1.9,-4.9
O=C1CC(C(=O)Nc2ccc(Br)cc2)S/C(=N\N=C\c2ccco2)N1 (centres undefined),-10.4,5.6,-3.1,-14.2,-2.5,3.1,-17.6,-13.2,-19.9
# Additional records:
SMILES,RBBP9 inhibitor,p97 ATPase inh,NCF1 inh,EBV gp42 inh,Runt-SMMHC FRET,Runt-CBFb FRET,Furin inhibitor,m-calpain inh,TbHK1 inh
O=C(c1ccccc1)c1cncc(Br)c1,0.6,3.3,-6.7,-21.2,-1.2,1.3,-17.8[20 µM],13.4,2.6
CC(=O)NC1=NN(C(C)=O)C(c2ccc(C)cc2)S1 (centres undefined),-0.8,3.7,6.9,-14.1,0.3,1.0,-11.1,-0.6,-3.4
CCn1c(SCC(=O)c2ccc(C)cc2)nnc1-c1ccoc1C,-0.5,9.9,-2.1,-4.8,-0.6,0.8,-6.7[20 µM],11.8,0.6
CCc1ccccc1NC(=O)CSc1nnc([C@@H]2CCCN2C(=O)OC(C)(C)C)o1,-2.4,-4.7,-13.0,-23.8,3.9,-4.4,-14.7,-4.8,4.2
COCCCN1C(=O)C(O)=C(C(=O)c2ccco2)C1c1cccc(Br)c1 (centres undefined),0.2,6.8,7.8,-9.7,2.0,0.5,-16.0,-6.2,-19.2
O=C(NCc1ccco1)c1ccc([N+](=O)[O-])o1,3.3,2.8,-1.0,0.6,-4.5,1.7,-11.5,-41.9,1.4
Cn1c(C(=O)NCCOc2ccccc2Cl)cc(=O)n(C)c1=O,-3.0,0.6,2.5,19.6,1.2,-1.2,-15.2,5.9,0.4
CC(=O)N(C(C)=O)c1ccc2nc(C)[nH]c(=O)c2c1,-1.7,-1.6,-4.6,-13.3,0.6,1.4,-23.2[20 µM],8.0,2.4
